High-throughput results deposited in PubChem by National Center for Advancing Translational Sciences (NCATS).
POLB inh – qHTS Assay for Inhibitors of DNA Polymerase Beta | AID 485314, 2010 | P06746 | Potency, µM (highest dose often 114 µM), for inactives: at the highest dose activity change, negative = inhibition, actives largely listed as inhibitors | Pol beta primer extension/strand displacement, fluorescence kinetic | actives 1.3% (n = 340,000); also: potency is read from the fitted curve at half-maximal effect; % is scaled to controls: 0 for no effect and ±100 for the full control effect
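Pol beta (10 nM) was preincubated with compound for 15 min at room temperature. The reaction was then started with 50 nM substrate and read immediately and after a further 10 min at room temperature.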
POLI inh – qHTS for Inhibitors of Polymerase Iota. DNA polymerase iota (Homo sapiens), Q9UNA4. Pol iota fluorescent replication assay, 10 min. Potency, µM (doses to about 115 µM), for the others: top-dose activity, negative = inhibition, actives largely listed as inhibitors. actives 1% (n = 390,000). AID 588590, 2011; also: potency is read from the fitted curve at half-maximal effect
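Pol iota at 10 nM preincubated 15 min with compounds at room temperature; reaction started with fluorescent substrate, 50 nM final. Fluorescence read kinetically at 0 and 10 min; buffer-only wells as negative control.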
Pol eta inh – qHTS for Inhibitors of Polymerase Eta. recombinant Pol eta, fluorescent DNA replication assay. AID 588591, 2011. actives 1.2% (n = 390,000). DNA polymerase eta (Homo sapiens), Q9Y253. Potency, µM (top dose mostly 114 µM), inactives show at the highest dose activity change, negative = inhibition, usual class: inhibitors; also: potency is read from the fitted curve at half-maximal effect; % is scaled to controls: 0 for no effect and ±100 for the full control effect
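Pol eta at 10 nM preincubated with compounds 15 min at room temperature; reaction started with fluorescent substrate (50 nM final) and read kinetically at 0 and 10 min.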
APEX1 inh – qHTS Assay for Inhibitors of the Human Apurinic/apyrimidinic Endonuclease 1 (APE1); recombinant APE1, TAMRA/BHQ-2 abasic DNA cleavage fluorescence; Potency, µM (highest dose often 65.8 µM), for the others: at the highest dose activity change, negative = inhibition, hits mostly inhibitors; AID 2517, 2012; DNA repair nuclease/redox regulator APEX1 (Homo sapiens), P27695; actives 0.35% (n = 350,000);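 also: potency is read from the fitted curve at half-maximal effect; plate controls were vehicle for no effect and reference inhibitor for full effect; nearly all actives have a fitted effect of over 55% in size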
Target sequence (P27695 whole entry, looked up): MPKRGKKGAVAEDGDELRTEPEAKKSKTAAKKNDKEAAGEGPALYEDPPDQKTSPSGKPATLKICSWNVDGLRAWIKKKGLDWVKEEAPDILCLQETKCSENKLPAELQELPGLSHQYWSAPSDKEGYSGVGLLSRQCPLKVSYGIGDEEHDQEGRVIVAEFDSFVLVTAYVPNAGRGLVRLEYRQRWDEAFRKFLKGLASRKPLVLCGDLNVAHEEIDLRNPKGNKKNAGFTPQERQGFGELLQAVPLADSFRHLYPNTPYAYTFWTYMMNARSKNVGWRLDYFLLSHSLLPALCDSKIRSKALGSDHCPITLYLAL
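Readout is kinetic fluorescence (ex 525, em 598 nm) from cleavage of 50 nM TAMRA/BHQ-2 THF abasic duplex by 0.75 nM APE1, compound added 15 min beforehand at RT.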
Glioma ERSR ind – qHTS for Inducers of the Endoplasmic Reticulum Stress Response (ERSR) in Human Glioma: qHTS; U87-MG GRP78 promoter luciferase reporter, 16 h; Potency, µM, inactives show at the top dose activation, usual class: activators; actives 0.02% (n = 420,000); AID 602332, 2012; also: potency is read from the fitted curve at half-maximal effect; series mostly up to about 76 µM; % of control where 0% means no effect; nearly all actives have a fitted effect of over 35% in size
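Stably transfected U87-MG human glioma cells carrying a GRP78-based luminescent sensor were seeded at 1000 cells/well, pin-dosed with compounds and incubated 16 h. Luciferase reagent was then added, and end-point luminescence was read after 10 min at room temperature.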
Pol kappa inh – qHTS for Inhibitors of Polymerase Kappa | purified Pol kappa, fluorescent DNA synthesis assay, 10 min | Potency, µM (doses to about 107 µM), without a hit: at the highest dose activity, negative = inhibition, most hits filed as inhibitors | actives 0.53% (n = 400,000) | AID 588579, 2011; also: potency is read from the fitted curve at half-maximal effect; % is scaled to controls: 0 for no effect and ±100 for the full control effect
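Inhibition of 10 nM Pol kappa is measured by a fluorescent read-out at 0 and 10 min following addition of 50 nM substrate (final), with a 15-min room-temperature compound preincubation.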
BLM helicase inh – qHTS Assay for Inhibitors of Bloom's syndrome helicase (BLM) | actives 0.2% (n = 350,000) | Potency, µM (doses to about 56.1 µM), for the others: at the highest dose activity change, negative = inhibition, actives largely listed as inhibitors | recombinant BLM DNA unwinding, fluorescence dequenching | RecQ-like DNA helicase BLM (Homo sapiens), P54132 | AID 2528, 2010;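 also: potency is read from the fitted curve at half-maximal effect; plate controls were vehicle for no effect and no enzyme for full effect; nearly all actives have a fitted effect of over 35% in size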
Apoferritin bind – qHTS Assay for Identification of Novel General Anesthetics | AID 485281, 2010 | Ferritin light chain (Equus caballus), P02791 | Potency, µM (series often up to 77.5 µM), inactives show top-dose activity change, negative = displacement, most hits filed as inhibitors | apoferritin/1-aminoanthracene competitive binding, fluorescence | actives 0.074% (n = 350,000); also: potency is read from the fitted curve at half-maximal effect; % is scaled to controls: 0 for no effect and ±100 for the full control effect; nearly all actives have a fitted effect of over 20% in size
Target sequence (P02791 2-175 limits assumed): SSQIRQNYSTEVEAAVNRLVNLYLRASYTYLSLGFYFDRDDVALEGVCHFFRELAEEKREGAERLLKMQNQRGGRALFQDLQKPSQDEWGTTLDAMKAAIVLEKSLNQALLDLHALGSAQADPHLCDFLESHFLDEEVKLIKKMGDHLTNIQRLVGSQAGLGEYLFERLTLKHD
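Probe: 1-aminoanthracene (50% saturated, PBS). Protein: horse-spleen apoferritin, 10 uM. Incubation: 10 min, room temperature. Detection: 380 nm excitation, 535 nm emission. Analysis: normalized response, four-parameter Hill.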
LDHA block – qHTS assay for inhibitors of human lactate dehydrogenase; L-lactate dehydrogenase A chain (Homo sapiens), P00338; purified LDHA, NADH/diaphorase-resazurin fluorescence; stronger effect = lower value; activity change, % (values are at about 110 or 230 µM); actives 0.15% (n = 480,000); AID 1347041, 2019; in the data active = activity change below about -30%; inconclusive = mostly about -25% to -30%;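 also: plate controls were DMSO wells for no effect and wells without enzyme for full effect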
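LDH5 2 nM; NADH 0.06 mM, pyruvate 0.2 mM; 200 mM Tris pH 7.4, EDTA, Tween-20; 5 min RT. Detection: diaphorase 0.133 mg/mL + resazurin 37 µM, fluorescence ex540/em590 at 0 and 20 min; normalized to enzyme-free and DMSO wells.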
An asterisk follows results filed as active; ? = inconclusive; / = not tested or not shown; & = joins results of further samples; [ ] = remark or other dose. Unless noted, calls follow the shape of the dose curve; as a rule, active = well fitted curve in the direction sought with a large enough effect; inconclusive = small, poorly fitted or top-dose-only effect, or another doubt; inactive = no such curve, though single readings can be large; an effect the other way counts as inactive or inconclusive. Not all compounds are listed; the hit share may differ from the screen's.

SMILES | POLB inh | POLI inh | Pol eta inh | APEX1 inh | Glioma ERSR ind | Pol kappa inh | BLM helicase inh | Apoferritin bind | LDHA block
CCn1c(SCc2ccc([N+](=O)[O-])cc2)nnc1C(C)NC(=O)c1ccc(C)cc1 (stereo unspecified) | 10% | 13% | -10% | -1% | -5% | -1% | -8% | 8% | -4
O=C(Nc1nc2ccccc2[nH]1)NC1CCCCC1 | 61% | 20% | -20% | 18% | -5% | -8% | -8% | -8% | -7
COc1ccc(-c2nc(-c3ccc(Br)o3)no2)cc1 | 21% | -10% | -14% | 10% | 3% | -14% | -8% | -7% | -13
CCOc1ccc(CC(=O)N2CCN=C2SCc2ccc([N+](=O)[O-])cc2)cc1 | -2% | 5% | ? | 5% | -3% | -3% | -7% | ? | -1
CC(=O)c1ccc(NC(=O)/C(=C\c2cccs2)NC(=O)c2ccco2)cc1 | 1% | 53%[activator] | -15% | -2% | -5% | -3% | -3% | -10% | -7
CC1CCN(S(=O)(=O)c2nnc(NC(=O)c3ccc(C(C)C)cc3)s2)CC1 | -16% | 32%[activator] | -8% | / | -2% | -7% | -5% | -2% | -10
COc1ccccc1-c1cc(C(=O)O)c2c(=O)n(C)c(=O)n(Cc3ccccc3)c2n1 | 0% | 121%[activator] | -13% | 55%[activator] | 0% | -5% | 1% | 13% | -3
CC[n+]1ccc(C[n+]2ccccc2)c2ccccc21 | 18% | 8% | 1% | -1% | -2% | -11% | -5% | -15% | -40*
O=C(NCCC1=CCCCC1)C1CCC(CNc2c(N3CCCC3)c(=O)c2=O)CC1 (stereo unspecified) | 22% | 5% | -21% | 0% | 2% | 11% | 0% | -1% | 0
CCCOc1ccc(C(=O)NC(=S)NCc2cccnc2)cc1 | 12% | 23% | -23% | 11% | 1% | -5% | -1% | -10% | -8
CC(=O)Nc1cc(C(F)(F)F)ccc1OCCOc1ccccc1 | / | 5% | -1% | / | 0% | -17% | / | / | 0
COc1ccc(OC)c(NC(=O)c2cc(-c3cc(C)cc(C)c3O)n[nH]2)c1 | -8% | 64%[activator] | -4% | -6% | -8% | -5% | -4% | -4% | -1
O=C(O)C1CN(C(=O)c2ccccc2)c2cc(Cl)ccc2O1 (stereo unspecified) | ? | 2% | -16% | 7% | 1% | 5% | -9% | -2% | -4
CCN(c1ccccc1)S(=O)(=O)c1ccc(NCC2COc3ccccc3O2)nc1 (stereo unspecified) | ? | -5% | -2% | -1% | -7% | -21% | -10% | -10% | 8
CC(Oc1ccc(Cl)cc1)c1ccnn1S(=O)(=O)c1ccc(Cl)cc1 (stereo unspecified) | 1% | 5% | -18% | 17% | -4% | -5% | -10% | 8% | -4
Cc1ccc(-c2cc(C(=O)NCc3ccc4c(c3)OCO4)[nH]n2)c(O)c1C | ? | -20% | -13% | -12% | -1% | 0% | -3% | ? | -1
CCOc1ccc(-c2cc3nc(C4CCN(C(=O)OC(C)(C)C)CC4)c(C(=O)Nc4cccc(C(F)(F)F)c4)cn3n2)cc1 | -13% | 63%[activator] | -10% | / | -1% | -8% | 0% | 1% | 1
Cc1cccc(CS(=O)(=O)Cc2ccc(C(=O)NCc3cccnc3)o2)c1 | -1% | -9% | -6% | 11% | -3% | -2% | 2% | 5% | -3
CCc1noc(C)c1C(=O)N(CC)c1nc2c(C)cccc2s1 | / | 37% | -17% | 20% | -3% | 1% | / | / | 2
COc1ccc(/C=N/NC(=O)c2ccncc2)cc1COc1ccc(NC(C)=O)cc1 | 0% | 11% | 2% | 6% | -3% | 6% | -5% | -3% | 0
Cc1ccc(Cl)cc1NC(=O)c1cc(-c2ccc3c(c2)OCCO3)on1 | -1% | -7% | -17% | / | 8% | -11% | -2% | -8% | -8
Nc1c(C(=O)Nc2ccc(F)cc2)sc(=S)n1-c1ccccc1F | 25% | -2% | -2% | 7% | -1% | -9% | -5% | -1% | -2
CCc1ccc2[nH]c(=O)c(CN(CCCN3CCOCC3)C(=O)Nc3ccc(Cl)cc3)cc2c1 | 1% | 2% | -14% | -7% | -3% | -5% | -1% | -17% | -2
Cc1ccc(NCc2cccc(B(O)O)c2)cc1 | / | -29% | -12% | / | 0% | -14% | / | / | -2
O=C(Nc1cccc(C(F)(F)F)c1)c1ccc2c(c1)nnn2C1CCCC1 | 0% | -15% | -2% | / | -5% | -7% | -3% | -11% | -6
COC(=O)C(CC(C)C)N1CCC(=O)c2ccccc2S1(=O)=O (stereo unspecified) | -12% | -23%&11% | -8% | 19%&-4% | -3%&4% | -21%&20% | 1%&-3% | -6%&-8% | -2
Cc1ccc(NC(=O)C(=O)NCC2OCCc3ccccc32)cc1 (stereo unspecified) | 13% | 1% | 5% | 3% | 0% | 5% | -4% | 0% | -2
CCCc1c(C)c2cc(C)ccc2[nH]c1=O | -3% | 5% | -4% | 2% | 4% | -5% | -2% | -13% | -4
CCOc1ccc(S(=O)(=O)Nc2nccs2)cc1 | 18% | ? | -12% | 8% | 0% | -15% | -2% | -4% | -4
Cc1ccc2[nH]c(=O)c(CN(CCCN3CCOCC3)C(=O)NC3CCCCC3)cc2c1 | 41% | -3% | -15% | 1% | -5% | -10% | 1% | -15% | -1
COc1ccc(NC(=O)N(CCc2ccccc2)Cc2cc3c(C)cc(C)cc3[nH]c2=O)cc1 | 2% | 13% | -7% | -2% | -3% | -14% | -7% | 9% | -2
COc1ccc(Cl)cc1NC(=O)Cn1c(=O)n(Cc2nc(C)no2)c(=O)c2ccccc21 | -3% | 19% | 2% | / | -3% | 2% | 0% | -13% | 1
COc1ccc(NC(C)c2ccccc2)cc1 (stereo unspecified) | 5% | 26% | -4% | 4% | 5% | 8% | -9% | ? | 22
CC1Cc2cc(S(=O)(=O)CCC(=O)Nc3ccc(Cl)cc3F)ccc2N1C(=O)C1CC1 (stereo unspecified) | 1% | 25% | -13% | / | 1% | -14% | 0% | 4% | -4
CC(C)Sc1n[nH]c(=O)n1-c1ccccc1 | 30% | -1% | 6% | 2% | -7% | -8% | -1% | -12% | -4
O=C(NC(=S)Nc1ccc2c(c1)OCCO2)c1cccc2ccccc12 | 18% | 5% | -14% | -4% | 3% | -12%[60.1 µM] | -5% | 5% | -11
CC(C)CCNC(=O)NC(=O)COC(=O)C1=COCCO1 | 0% | 1% | -14% | 2% | -4% | 4% | -5% | -8% | 3
COC(=O)c1ccc(Cl)cc1NC(=O)N(Cc1ccc(OC)cc1)C1CCN(C(C)=O)CC1 | 2% | 14% | -10% | / | 4% | -7% | -5% | -8% | 0
O=C(NCc1ccccc1)c1cnc2sc(N3CCCC3)nn2c1=O | -11% | -6% | -3% | / | -1% | -5% | -1% | -3% | -3
O=C(NC1CCS(=O)(=O)C1)c1cccc(S(=O)(=O)N2CCCCC2)c1 (stereo unspecified) | 24% | 40%[activator] | 3% | 4% | -2% | -7% | 1% | -8% | -6
CCOc1ccc(S(=O)(=O)N2CCN(CC(O)COc3cccc([N+](=O)[O-])c3)CC2)cc1 (stereo unspecified) | 13% | 33%[activator] | -9% | -14% | -5% | -5% | -10% | -10% | 0
Cc1ccc(C)c(-n2nnnc2SCC(=O)Nc2cccc(-c3nnc4n3CCCCC4)c2)c1 | -2% | -3% | -5% | -5% | -2% | -10% | -4% | -16% | 0
CC1(C)Cc2ccccc2C(=NC(Cc2c[nH]c3ccccc23)C(=O)O)N1 (stereo unspecified) | 30% | 18% | -21% | 18% | 14% | 4% | -1% | -1% | -1
CCc1ccc(-n2nc(CO)c(C(=O)NCCc3ccccc3)n2)cc1 | 2% | -8% | -9% | / | -3% | -1% | 3% | 4% | -3
Cc1cc(=O)n(Cc2ccccc2)c2c1c(C)nn2-c1ccccc1 | 25% | -8% | -7% | / | -3% | 0% | -6% | 20% | -3
CCOC(=O)c1ccc(NC2Nc3cc(C)nn3S2)cc1 (stereo unspecified) | -9% | 27% | -8% | 8% | -3% | -10% | -12% | 1% | -3
COCCn1c(=NC(=O)c2cccs2)sc2cc(NC(C)=O)ccc21 | 2% | -1% | -5% | -4% | 2% | -5% | 1% | -4% | -15
COc1cc2c(cc1OC)C(COc1ccc3c(C)cc(=O)oc3c1)N(C(=O)CC(C)C)CC2 (stereo unspecified) | -15% | ? | -20% | / | 0% | -42% | -5% | -22% | -8
CC1(C)Cc2c(cnn2-c2ccccc2)-c2c1c1ccccc1n2CC(O)CBr (stereo unspecified) | 13% | 3% | -18% | 13% | -4% | -9% | -12% | 5% | -1
Cc1ccc(F)cc1NC(=O)CCc1c(C)nn(-c2ccc(N3CCCCC3)nn2)c1C | -1%&-10% | 19%&12% | -13%&-8% | -1% | 10%&-1% | -15%&-21% | -2%&2% | -3%&4% | -4&-6
Cn1c(=O)c2c(n3c4ccccc4nc13)NC(=O)CC2c1cccc(Cl)c1 (stereo unspecified) | -27% | -20% | -4% | / | -1% | -1%[60.1 µM] | 5% | 0% | -4
COCCNC(=S)N/N=C/c1c2ccccc2cc2ccccc12 | 5% | ? | -13% | -22% | -1% | -28% | -5% | -15% | -2
